High-throughput results: PubChem BioAssay, several laboratories
CSN inh: inhibitors of human CSN-mediated cullin deneddylation. Q92905. Purified CSN, SCF-Nedd8-OG deneddylation, fluorescence polarization. inhibition, % at 12.5 µM. 360,000 tested, 0.38% active. AID 651999;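 active = pattern-corrected inhibition above about 35%, with an unprinted fluorescence ratio check between 0.5 and 1.5, limit read from the data, passing the limit was not always enough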;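 also: 0% = enzyme with substrate and 100% = substrate without enzyme; some results filed as inactive read as strong as hits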
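Assay system: Purified human Csn5 enzyme expressed in HEK293T cells | Amount: Enzyme 0.24 nM | Measured by: Fluorescence polarization readout | Medium: Tris/NaCl/DTT buffer, pH 7.5 | Compound dosing: One concentration, 12.5 µM, 0.25% DMSO | Times: 90 min incubation of compound, enzyme and substrate at room temperature | Control set: no-enzyme wells high, enzyme-with-substrate wells low | Read-out: % inhibition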
Rin1-Abl PPI inh: inhibitors of human Rin1-Abl protein interaction; inhibition, % at 7.35 µM; TR-FRET Rin1/Abl binding, biochemical; P00519+Q13671; 360,000 tested, 0.4% active; in the data active = inhibition above about 5%, passing the limit was not always enough
PABP1 MLLE inh: blocks PAM2 peptide binding to the PABP1 MLLE domain. P11940. GST-MLLE / FITC-PAM2 fluorescence polarization. inhibition, % at 20 µM. 360,000 tested, 0.36% active. AID 588489; in the data active = inhibition above about 35%, passing the limit was not always enough;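 also: plate controls were DMSO wells with GST-MLLE for no effect and wells lacking GST-MLLE protein for full effect; some results filed as inactive read as strong as hits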
Target sequence (P11940 whole entry, looked up, the tested form may be a part): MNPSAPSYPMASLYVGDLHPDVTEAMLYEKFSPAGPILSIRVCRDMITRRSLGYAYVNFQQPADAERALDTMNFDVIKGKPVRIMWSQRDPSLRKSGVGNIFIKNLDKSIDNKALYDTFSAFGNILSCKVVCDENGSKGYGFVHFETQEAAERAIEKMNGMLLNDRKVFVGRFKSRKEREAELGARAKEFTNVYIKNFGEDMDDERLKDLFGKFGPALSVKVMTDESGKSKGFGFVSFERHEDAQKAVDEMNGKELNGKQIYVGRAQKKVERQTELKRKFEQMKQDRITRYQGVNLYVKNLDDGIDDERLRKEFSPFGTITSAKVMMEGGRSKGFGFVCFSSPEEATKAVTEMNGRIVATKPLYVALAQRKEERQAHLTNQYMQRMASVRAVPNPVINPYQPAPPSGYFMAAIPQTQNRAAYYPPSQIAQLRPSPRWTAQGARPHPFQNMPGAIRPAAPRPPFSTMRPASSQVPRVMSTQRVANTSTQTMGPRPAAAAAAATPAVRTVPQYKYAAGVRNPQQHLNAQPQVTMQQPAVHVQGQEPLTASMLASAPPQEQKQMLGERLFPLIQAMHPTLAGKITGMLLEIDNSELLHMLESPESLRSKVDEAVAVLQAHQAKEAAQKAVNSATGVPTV
MT1-MMP act inh: MT1-MMP (human) activation inhibition. P50281. HT1080 RFP-PRO-GFP cells, GFP/RFP ratio fluorescence, overnight; percent of plate control window, DMSO zero. AID 651647. GFP/RFP ratio change, % at 20 µM. 360,000 tested, 0.061% active;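 active = GFP/RFP ratio change of at least 30% with cell ATP level not reduced by more than half and red fluorescence within 50% of control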; also: strong numbers were not always called active
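Test system: HT1080 RFP-PRO-GFP cells; Benchmarks: DMSO and RFP-L50D-GFP cell wells; Timing: cells overnight before dosing, compound overnight, 37 °C, 5% CO2; Compound: one 20 µM compound dose with 1% DMSO; Read-out: GFP/RFP fluorescence ratio.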
MsrA inhibitor: bovine MsrA inhibition. 360,000 tested, 0.75% active. inhibition, % at 15.5 µM. purified bovine MsrA, absorbance read-out; in the data active = inhibition above about 4.5%;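 also: 0% = vehicle wells with enzyme and 100% = reference inhibitor wells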
MsrA act: activators of bovine methionine sulfoxide reductase A; purified bovine MsrA, absorbance read-out; activation, % at 10.6 µM; 360,000 tested, 0.3% active; in the data active = activation above about 7.5%;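 also: 0% = vehicle and 100% = reference activator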
E coli Lon inh: E. coli protease La inhibition. AID 602123. 360,000 tested, 0.42% active. P0A9M0. inhibition, % at 7.94 µM. purified E. coli Lon protease, fluorescence polarization; in the data active = inhibition above about 13%, passing the limit was not always enough;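 also: 0% = enzyme with probe and DMSO and 100% = no enzyme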
FAS-TE inh: blocks the thioesterase domain of human fatty acid synthase; recombinant FAS-TE, OMFH fluorogenic substrate, fluorescence endpoint; inhibition, % at 15 µM; 360,000 tested, 0.67% active; P49327; AID 602261;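 active = compounds whose normalised, plate-corrected inhibition of enzyme fluorescence in the single-dose primary screen is 50% or more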;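 also: 0% = DMSO with enzyme and 100% = substrate without enzyme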
Rpn11 inh: Rpn11 (human) deubiquitinase inhibition; calls only at 20 µM; human 26S proteasome, Ub4-pepOG fluorescence polarization; 20S core pre-blocked with epoxomicin; O00487; AID 588493; 360,000 tested, 0.59% active;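 active = inhibition at 20 µM, scaled to each plate's controls, above about 33%, limit read from the data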
Target sequence (O00487 whole entry, looked up): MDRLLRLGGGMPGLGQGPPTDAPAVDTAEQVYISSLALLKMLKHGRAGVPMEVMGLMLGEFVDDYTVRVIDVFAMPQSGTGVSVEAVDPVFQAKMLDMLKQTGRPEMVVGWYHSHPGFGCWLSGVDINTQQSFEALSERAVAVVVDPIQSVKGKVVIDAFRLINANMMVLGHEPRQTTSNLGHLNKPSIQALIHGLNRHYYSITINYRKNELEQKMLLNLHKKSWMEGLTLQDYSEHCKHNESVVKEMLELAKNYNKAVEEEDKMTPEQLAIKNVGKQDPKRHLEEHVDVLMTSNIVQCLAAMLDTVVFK
Numbers without * were called inactive; i = inactive; x = no result given.

Preview, two compounds:
1: O=C(NCc1ccncc1)c1ccc2nc(Cc3ccccc3F)oc2c1
2: CCN=C1SC(CC(=O)Nc2sc(C)c(C)c2C(=O)OC)C(=O)N1CC (configuration not stated)

assay / compound	1	2
CSN inh	6	-2
Rin1-Abl PPI inh	4	-3
PABP1 MLLE inh	-7	15
MT1-MMP act inh	1	2
MsrA inhibitor	0.5	0.5
MsrA act	-2	-6
E coli Lon inh	7	6
FAS-TE inh	-15	13
Rpn11 inh	i	i

All compounds of this part, repeating the preview:
1: O=C(NCc1ccncc1)c1ccc2nc(Cc3ccccc3F)oc2c1
2: CCN=C1SC(CC(=O)Nc2sc(C)c(C)c2C(=O)OC)C(=O)N1CC (configuration not stated)
3: COc1ccc(C2c3c(noc3C)CC(C)(O)C2C(C)=O)cc1 (configuration not stated)
4: COc1cc(C(=O)NCC(c2cccnc2)N2CCN(c3ccc(F)cc3)CC2)cc(OC)c1OC (configuration not stated)
5: Cc1ccc(S(=O)(=O)N(C)/N=C/C=C/c2ccccc2)cc1
6: O=C(NC1CCCCC1)c1cc(-c2ccccn2)nc2ccccc12
7: CN1/C(=C\C(=O)c2oc3ccccc3c2N)C(C)(C)c2ccccc21
8: COc1ccc(OC)c(-c2csc(NC(=O)CSCc3c(C)noc3C)n2)c1

assay / compound	1	2	3	4	5	6	7	8
CSN inh	6	-2	4	-7	-4	-1	4	2
Rin1-Abl PPI inh	4	-3	0	3	4	1	-3	-2
PABP1 MLLE inh	-7	15	-6	-7	10	5	-9	-6
MT1-MMP act inh	1	2	1	5	4	0	2	-6
MsrA inhibitor	0.5	0.5	-1.0	-1.2	-1.0	0.9	1.5	-0.2
MsrA act	-2	-6	2	-2	-11	-11	-3	-4
E coli Lon inh	7	6	-12	9	-4	2	-3	-18
FAS-TE inh	-15	13	-3	-8	-6	-8	15	16
Rpn11 inh	i	i	i	i	i	i	i	i

9: COc1ccc(CNC(=O)Cn2nc(C(F)(F)F)c3c2CCC3)cc1
10: O=C(CCC1CCCN(C(=O)c2cccs2)C1)N1CCN(c2ccccn2)CC1 (configuration not stated)
11: CCc1noc(C)c1C(=O)Oc1ccc(N(C)S(=O)(=O)c2ccc(C)c(C)c2)cc1
12: c1coc(-c2nc3nc4ccccc4n3nc2-c2ccco2)c1
13: O=C(CSc1nncs1)Nc1cccc2ccccc12
14: COc1ccc(S(=O)(=O)N2c3cc(Cl)ccc3Oc3nc4ccccc4nc32)cc1
15: CCCN(CC(=O)Nc1ccc(F)c(F)c1F)C(=O)c1cc(S(=O)(=O)N(C)C)ccc1N1CCCC1
16: O=C(OCc1cn([C@@H]2C[C@H](c3ccccc3)N(C(=O)C3CCCCC3)C[C@H]2O)nn1)c1ccccc1

assay / compound	9	10	11	12	13	14	15	16
CSN inh	-2	-7	-2	38	4	4	-1	-4
Rin1-Abl PPI inh	-3	2	4	-6	-2	0	1	0
PABP1 MLLE inh	9	5	13	0	0	3	-2	-7
MT1-MMP act inh	1	-1	4	4	0	15	-1	-5
MsrA inhibitor	0.7	-0.5	2.1	-0.1	-0.2	-1.7	-0.4	-0.3
MsrA act	2	-1	-1	2	-1	-10	-1	0
E coli Lon inh	-3	-5	-3	7	-12	-8	-2	1
FAS-TE inh	1	-1	27	-2	-4	23	21	-1
Rpn11 inh	i	i	i	i	i	i	i	i

17: Cc1cc(N2CCOCC2)nc2ccc(NC(=O)CCC(=O)N3CCN(c4ccccc4)CC3)cc12
18: O=C(COC(=O)CCc1ccc(S(=O)(=O)N2CCOCC2)cc1)Nc1ccccc1OC(F)F
19: CC1CC(C)CN(c2ccc(C(=O)NCc3ccc4c(c3)OCO4)cc2[N+](=O)[O-])C1 (configuration not stated)
20: COc1nc(N)nc(N)c1NS(=O)(=O)c1ccc(C)cc1
21: CSc1ccc(S(=O)(=O)N2CCC(C(=O)N3CCc4ccccc4C3)CC2)cc1
22: CCOC(=O)c1c(NC(=O)CCc2ccc(CC)o2)sc(C)c1C
23: Cc1nc2c(nc1C)C(=O)c1ccccc1C2=O
24: Cc1nn(Cc2ccccc2)c(N)c1-c1ccccc1

assay / compound	17	18	19	20	21	22	23	24
CSN inh	2	1	-13	2	-1	4	2	-4
Rin1-Abl PPI inh	2	4	0	-1	2	-1	-9	2
PABP1 MLLE inh	4	10	17	6	-6	31	11	-2
MT1-MMP act inh	5	-2	0	1	-2	0	6	6
MsrA inhibitor	0.1	0.6	0.9	-0.8	-0.3	-0.2	0.6	-1.1
MsrA act	-6	-6	-5	1	-2	-9	13*	0
E coli Lon inh	6	-19	-6	0	0	-5	-6	-1
FAS-TE inh	-5	4	35	-9	18	24	-3	0
Rpn11 inh	i	i	i	i	i	i	i	i

Only CSN inh, for 4 of the compounds above:
nr	compound	CSN inh
10	O=C(CCC1CCCN(C(=O)c2cccs2)C1)N1CCN(c2ccccn2)CC1 (configuration not stated)	-7
6	O=C(NC1CCCCC1)c1cc(-c2ccccn2)nc2ccccc12	-1
21	CSc1ccc(S(=O)(=O)N2CCC(C(=O)N3CCc4ccccc4C3)CC2)cc1	-1
2	CCN=C1SC(CC(=O)Nc2sc(C)c(C)c2C(=O)OC)C(=O)N1CC (configuration not stated)	-2

(next part)
25: O=C(NCCNC(=O)c1ccc(Cl)cc1Cl)c1ccc(Cl)cc1Cl
26: N#Cc1ccsc1NC(=O)COC(=O)C1=NNC(=O)CC1
27: O=C(CCNS(=O)(=O)c1cccc2nsnc12)NCc1ccco1
28: Cc1cccc(NC(=O)c2cc(-c3cccnc3)nc3c(C)cccc23)n1
29: [O-][n+]1nc2ccccc2c2ccccc21
30: Cc1cccc(OCC(=O)Nc2ccc(C(=O)NCC(C)C)cc2)c1
31: CCOc1cc(S(=O)(=O)NCc2ccccc2)ccc1Br
32: O=C(C1CCCN(S(=O)(=O)c2ccc(Br)cc2)C1)N1CCOCC1 (configuration not stated)

assay / compound	25	26	27	28	29	30	31	32
CSN inh	0	7	113	12	-5	4	-13	0
Rin1-Abl PPI inh	3	-2	0	-1	-1	-3	3	0
PABP1 MLLE inh	13	-27	-1	-11	-5	-7	-13	5
MT1-MMP act inh	10	-5	1	-2	0	-3	-5	0
MsrA inhibitor	-1.2	0.5	0.3	0.0	1.3	0.9	-1.9	-0.4
MsrA act	-2	-2	-2	-4	-3	-3	-1	-3
E coli Lon inh	5	-14	3	-3	0	0	-8	-2
FAS-TE inh	7	-8	-3	-2	-2	5	11	-2
Rpn11 inh	i	i	i	i	i	i	i	i

33: CCCCC/C=C/C1=CC(=O)C[C@H](c2ccc(OC)c(OC)c2)C1
34: O=C(CN1CCN(S(=O)(=O)N2CCCCCC2)CC1)Nc1cc(Cl)ccc1Cl
35: Cc1nn(C)c(C)c1S(=O)(=O)N1CCC(C(=O)NC2CCCCCC2)CC1
36: COc1cc(/C=N/Nc2cc(C)nc(NS(=O)(=O)c3ccc(C)cc3)n2)ccc1O
37: O=C(NC(Cc1c[nH]c2ccccc12)c1nnc2n1CCCCC2)c1ccc(Cl)cc1 (configuration not stated)
38: CCOc1ccc(/C(O)=C2/C(=O)C(=O)N(CCN(C)C)C2c2ccccc2)cc1Cl (configuration not stated)
39: Cc1ccc(S(=O)(=O)Cn2nnnc2C(C(C)C)N2CCc3ccccc3C2)cc1 (configuration not stated)
40: CCOc1ccc(N(CC(=O)NCc2ccco2)C(=O)CCC(=O)Nc2ccccn2)cc1

assay / compound	33	34	35	36	37	38	39	40
CSN inh	0	-1	1	4	0	-5	6	1
Rin1-Abl PPI inh	2	0	0	-2	1	-3	-5	0
PABP1 MLLE inh	11	1	-1	3	-13	-10	12	0
MT1-MMP act inh	6	2	x	-7	0	3	-8	-4
MsrA inhibitor	-0.3	-0.7	0.5	5.5*	-0.3	1.8	x	-0.2
MsrA act	-4	-1	-2	-8	-8	-4	-12	-3
E coli Lon inh	-2	-1	1	-5	3	4	-8	0
FAS-TE inh	16	19	5	-7	-3	-8	20	-4
Rpn11 inh	i	i	i	i	i	i	i	i

41: CCOC(=O)C1=C(CC)Nc2ccccc2N=C1NC(=O)Cn1cnc2ccccc2c1=O
42: O=[N+]([O-])c1ccc(S(=O)(=O)Nc2ccc3c(c2)OCCO3)cc1
43: CCOc1ccccc1CNc1ncnc2ccc(-c3c(C)noc3C)cc12
44: Cc1ccc(C)n1-n1c(C)nc2sc3c(c2c1=O)CCCCC3
45: CC(=O)OCCn1c(=O)c2cc3c(=O)n(CCOC(C)=O)c(=O)c3cc2c1=O
46: Cc1ccc(NC(=O)c2c(C)nc(Nc3nc4ccccc4o3)nc2C)cc1
47: COc1ccc(C2CC3(CC(C)(C)NC(SC)=N3)Oc3cc(O)cc(C)c32)cc1 (configuration not stated)
48: O=C(Cn1cc(COc2ccc(Cl)c(Cl)c2)nn1)NS(=O)(=O)c1ccccc1OC(F)(F)F

assay / compound	41	42	43	44	45	46	47	48
CSN inh	1	-3	-4	0	-9	0	5	3
Rin1-Abl PPI inh	2	2	-13	4	-4	1	0	-1
PABP1 MLLE inh	3	41*	8	-4	16	-5	-127	10
MT1-MMP act inh	0	2	0	-2	-5	-4	-10	0
MsrA inhibitor	0.3	0.9	1.0	0.7	0.1	-0.5	-0.1	1.6
MsrA act	1	-1	-3	-1	-1	-3	-2	-6
E coli Lon inh	5	14	-11	-6	-4	-5	0	5
FAS-TE inh	-1	5	10	15	-2	-6	0	1
Rpn11 inh	i	i	i	i	i	i	i	i

Some of the entries above, reformatted.
#43 CCOc1ccccc1CNc1ncnc2ccc(-c3c(C)noc3C)cc12
  CSN inh: -4 | Rin1-Abl PPI inh: -13 | PABP1 MLLE inh: 8 | MT1-MMP act inh: 0 | MsrA inhibitor: 1.0 | MsrA act: -3 | E coli Lon inh: -11 | FAS-TE inh: 10 | Rpn11 inh: i
#44 Cc1ccc(C)n1-n1c(C)nc2sc3c(c2c1=O)CCCCC3
  CSN inh: 0 | Rin1-Abl PPI inh: 4 | PABP1 MLLE inh: -4 | MT1-MMP act inh: -2 | MsrA inhibitor: 0.7 | MsrA act: -1 | E coli Lon inh: -6 | FAS-TE inh: 15 | Rpn11 inh: i

Other compounds.
49: COC(=O)C1=C(C)N(Cc2ccco2)C(=O)/C1=C\c1ccc(N(C)C)cc1
50: Cn1nccc1C(=O)Nc1cc(Cl)ccc1Cl
51: CCOC(=O)c1sc2nc(SCC(=O)NCc3ccco3)n(Cc3ccccc3)c(=O)c2c1C
52: CC(Oc1ccc(Cl)cc1Cl)C(=O)Nc1ccc(O)cc1 (configuration not stated)
53: COc1ccc(C2CC(C(C)(C)C)=NN2c2ccc(S(N)(=O)=O)cc2)cc1 (configuration not stated)
54: CC(CNC(=O)c1ccc(Br)o1)NC(=O)c1ccc(Br)o1 (configuration not stated)
55: Cc1c(C(=O)/C=C/N(C)C)nnn1-c1ccc(F)c(Cl)c1
56: Cc1cc(-c2ccccc2)nc(N2CCC(C(=O)NC34CC5CC(CC(C5)C3)C4)CC2)n1

assay / compound	49	50	51	52	53	54	55	56
CSN inh	-72	-1	3	-14	-2	4	-1	-1
Rin1-Abl PPI inh	-1	2	0	0	0	-2	0	-2
PABP1 MLLE inh	-27	0	2	10	5	5	11	11
MT1-MMP act inh	-142	1	-1	1	-1	-3	-12	-7
MsrA inhibitor	-1.4	0.6	0.6	2.2	0.8	0.3	2.9	2.0
MsrA act	0	-7	-1	-3	-5	-3	-8	-3
E coli Lon inh	-1	3	5	-4	3	-2	-29	-5
FAS-TE inh	-63	-7	-3	8	17	-6	0	24
Rpn11 inh	x	i	i	i	i	i	i	i
